# EBNA-1 inh: blocks EBNA-1 binding to DNA | 0.34% of 300,000 active | AID 1950 | EBNA-1 DNA binding, fluorescence polarization | inhibition, % at 14.8 µM; in the data active = inhibition above about 28%
# Yeast superoxide: lowers age-related superoxide in aged yeast cells. S. cerevisiae aged cells, superoxide DHE fluorescence; stronger effect = lower value. superoxide response (% of plate mean), % at 10 µM. 0.18% of 330,000 active;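 active = superoxide response under a set limit, about three screen SD below normal, cut at about 65% in these data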;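 also: yeast aged for seven days with compound at 30 °C before DHE staining; 100% = average MFI of all compound-treated wells on the plate with controls excluded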
# Bcl-xL primary: blocks human Bcl-xL binding to Bim BH3 peptide; inhibition, % at 10.9 µM; 0.7% of 320,000 active; GST-Bcl-xL / FITC-Bim BH3 peptide fluorescence polarization; Q07817;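 active = inhibition above the mean of all tested compounds plus 3 SD, cutoff set per campaign, cut at about 30% in these data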;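 also: 0% = DMSO wells and 100% = unlabeled Bim-BH3 peptide competitor; inhibitors lower millipolarization by displacing the labeled peptide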
# GLD-1 TGE inh: GLD-1-TGE RNA interaction inhibition (C. elegans); Q17339; purified GLD-1 + fluorescein TGE RNA, fluorescence polarization; inhibition, % at 5.96 µM; 0.44% of 320,000 active; AID 2280;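 active = percent inhibition above a per-plate cutoff, the plate mean of test compounds plus 3 SD, cut at about 30% in these data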;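 also: 0% = DMSO wells with GLD-1 and probe and 100% = wells lacking GLD-1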
# Target sequence (Q17339 whole entry, looked up): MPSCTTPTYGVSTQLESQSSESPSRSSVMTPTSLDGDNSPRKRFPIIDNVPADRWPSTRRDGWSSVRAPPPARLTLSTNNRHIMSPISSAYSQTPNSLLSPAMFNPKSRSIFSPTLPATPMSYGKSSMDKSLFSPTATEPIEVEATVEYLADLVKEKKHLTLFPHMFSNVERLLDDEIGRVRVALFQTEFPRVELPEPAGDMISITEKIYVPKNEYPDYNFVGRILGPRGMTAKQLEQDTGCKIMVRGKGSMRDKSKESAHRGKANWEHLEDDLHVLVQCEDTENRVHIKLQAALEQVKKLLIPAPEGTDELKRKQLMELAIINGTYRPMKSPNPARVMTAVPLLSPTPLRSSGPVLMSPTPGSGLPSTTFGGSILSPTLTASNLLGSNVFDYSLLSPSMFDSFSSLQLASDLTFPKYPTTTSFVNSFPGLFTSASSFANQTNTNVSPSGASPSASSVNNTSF
# Fam108B inh: blocks mouse Fam108B hydrolase in RBBP9 counter-screen; recombinant Fam108B, FP-Rh probe fluorescence polarization; inhibition, % at 9.51 µM; 0.33% of 300,000 active;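 active = inhibition above the screen mean inhibition plus 3 SD, computed separately per campaign, cut at about 18% in these data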;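 also: inhibitors lower polarization as less probe binds the enzyme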
# MEX-5 binding: C. elegans MEX-5 TCR-2 RNA binding activity | Q9XUB2 | 0.38% of 300,000 active | activity score (negative = inhibition of binding), % at 10 µM | MEX-5/FITC-TCR2 RNA binding, fluorescence polarization; stronger effect = lower value;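 active = inhibition past about -25% in most replicates, and total fluorescence under double the plate's negative control median, limit read from the data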;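 also: 0% = DMSO and -100% = 5 µM competing unlabeled TCR2 RNA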
# Efflux pump mplx: antifungal efflux pump inhibition, Nile Red retention; 0.44% of 330,000 active; inhibition, % at 10 µM; S. cerevisiae Candida pump triplex;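 active = plate passing quality check with inhibition over a set limit, or well fluorescence over plate mean plus 4 SD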;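 also: Nile Red retained in pooled yeast measured as flow cytometry median fluorescence; 0% = buffer negative control and 100% = Enniatin B positive control; higher means more Nile Red kept so more efflux inhibition; some compounds called inactive have numbers as strong as hits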
# MCL1 BIM primary: MCL1-BIM-BH3 interaction inhibition (human). Q07820. inhibition, % at 10.9 µM. 0.68% of 320,000 active. GST-MCL1 / FITC-Bim-BH3 fluorescence polarization. AID 2057;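 active = inhibition above the mean inhibition of all tested compounds plus 3 SD, set per campaign, cut at about 40% in these data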;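 also: 0% = DMSO wells and 100% = unlabeled Bim-BH3 peptide control; higher means more loss of mP so more displacement of Bim peptide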
# Target sequence (Q07820 whole entry, looked up): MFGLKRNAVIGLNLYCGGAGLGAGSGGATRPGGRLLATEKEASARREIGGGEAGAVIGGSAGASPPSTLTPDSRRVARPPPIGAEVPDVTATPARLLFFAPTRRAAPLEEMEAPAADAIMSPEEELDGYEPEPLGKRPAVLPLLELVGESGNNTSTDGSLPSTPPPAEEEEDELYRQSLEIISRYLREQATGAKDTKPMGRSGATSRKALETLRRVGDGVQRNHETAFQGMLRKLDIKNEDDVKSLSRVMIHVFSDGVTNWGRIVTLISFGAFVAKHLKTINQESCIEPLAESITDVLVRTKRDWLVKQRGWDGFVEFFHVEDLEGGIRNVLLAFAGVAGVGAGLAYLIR
# ZTA DNA inh: counter-screen for EBNA-1 inhibitors: inhibitors of Epstein-Barr virus ZTA | P03206 | ZTA-DNA binding, fluorescence polarization | inhibition, % at 11 µM | 0.15% of 320,000 active; in the data active = inhibition above about 33%
# Target sequence (P03206 whole entry, looked up): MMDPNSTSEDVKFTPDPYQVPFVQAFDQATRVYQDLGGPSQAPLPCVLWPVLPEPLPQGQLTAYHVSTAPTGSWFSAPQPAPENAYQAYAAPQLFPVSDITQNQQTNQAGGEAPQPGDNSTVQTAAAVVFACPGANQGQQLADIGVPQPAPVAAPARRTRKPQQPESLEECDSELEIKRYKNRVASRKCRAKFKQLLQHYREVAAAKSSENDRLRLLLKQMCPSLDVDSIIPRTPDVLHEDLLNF
# * marks the source's active call; other numbers are inactive results; . = not tested or not shown.
SMILES,EBNA-1 inh,Yeast superoxide,Bcl-xL primary,GLD-1 TGE inh,Fam108B inh,MEX-5 binding,Efflux pump mplx,MCL1 BIM primary,ZTA DNA inh
COc1ccc(C2/C=C\CN(C(=O)c3ccccc3)CC(=O)N2Cc2ccc(F)cc2)cc1 (stereo not drawn),.,112,.,10,.,-0.9,0.1,.,.
CCOC(=O)Cn1nc(-c2ccccc2)c2cnc3ccc(CC)cc3c21,-5,104,0,9,-7,-1.2,0.0,0,3
O=C(NC1CCCN(Cc2ccccc2F)C1)C1CCC1 (stereo not drawn),-5,99,3,8,-2,-1.2,0.3,1,-6
Cc1ccc(S(=O)(=O)NC2c3cccc4cccc(c34)C2Sc2nncn2C)cc1 (stereo not drawn),5,96,6,13,0,0.7,0.0,6,-26
Cc1cc2nnc(SCC(=O)OC(C)C)n2c2ccccc12,2,107,3,3,-1,0.8,0.0,-2,15
Cc1ccc2nc(SCC(=O)NNC(=O)c3ccccc3)[nH]c2c1,-8,101,-9,3,4,3.2,0.1,-11,-5
COC(=O)C1=NNC(C(=O)c2ccco2)C1c1ccccc1 (stereo not drawn),5,105,5,5,1,0.9,0.0,-7,6
O=C1CCCc2sc3c(c2N1)CCCCC3,-6,94,4,-5,-1,0.0,0.2,5,18
c1ccc(CSc2cc3ccccc3[nH]2)cc1,-4,96,5,-1,2,0.7,-0.1,4,1
O=C(CCN1C(=O)C2CCCCC2C1=O)Nc1nc2c(F)cc(F)cc2s1 (stereo not drawn),.,98,-7,-9,.,.,0.1,-7,4
CCCn1nc2cc(C(=O)NCCc3cccs3)ccc2c1OCC,8,92,9,2,0,0.2,-0.1,19,6
Cn1c(=Nc2ccc(N3CCOCC3)cc2)ccc2ccccc21,-3,92,-16,0,0,-2.7,-0.1,-20,-7
O=C(NCCCn1ccnc1)c1nc(Cn2cc(Br)cn2)no1,-2,92,6,7,1,4.5,-0.1,2,1
Cc1nc(CS(=O)(=O)c2ccccc2)cc(Sc2ccccc2Cl)n1,12,102,-5,1,-3,0.3,0.0,-4,-3
CCNc1c(NC(C)=O)c(=O)oc2ccccc12,-1,107,-1,3,-2,-0.4,0.0,1,-1
O=C(Cn1nnc(-c2ccccc2)n1)N1CCCCC1,4,94,9,1,-4,2.2,-0.1,6,5
Cc1cccc(CSc2nc3c(c(=O)[nH]2)CCC3)c1,9,111,2,12,-1,0.8,-0.1,7,6
CC(C)(C)C(=O)NC(=S)Nc1ccccc1C(N)=O,-1,102,3,2,-1,-2.6,0.3,5,11
CC(=O)N1CCc2c(sc(NC(=O)CS(=O)(=O)c3ccc(F)cc3)c2C(N)=O)C1,10,102,13,7,0,-2.4,0.0,15,3
O=C1NC(CCc2ccccc2)C(=O)N1Cc1ccc(Br)cc1 (stereo not drawn),12,108,6,6,-1,0.1,-0.1,-1,-2
O=C(CCN1C(=O)C2CC=C(Cl)CC2C1=O)NC1CCCCC1 (stereo not drawn),-10,96,14,25,-6,-5.0,-0.1,18,-14
CSc1cccc2sc(NC(=O)C3=COCCO3)nc12,5,83,5,8,-3,5.3,-0.1,-1,12
COc1ccc(C(C)=O)cc1CSc1nc2cc(Cl)ccc2o1,1,110,-4,-5,6,2.3,-0.3,-9,2
COc1ccc(Cl)cc1NC(=O)CN(C)C(C)C(=O)NC(=O)NC1CCCCC1 (stereo not drawn),3,81,5,-1,-4,-2.3,0.0,-2,7
Nc1nonc1C(=O)N/N=C/c1ccc(-c2cccc([N+](=O)[O-])c2)o1,-1,108,2,6,4,-1.7,0.0,7,-1
Cc1oc(-c2cccc(Cl)c2)nc1CN1CCC(C(=O)NCc2ccco2)CC1,10,108,0,-4,-3,-0.8,-0.1,-5,3
O=C(NC1CCCC1)c1ccc(S(=O)(=O)N2CCOCC2)cc1,-6,99,3,6,0,-2.8,-0.1,1,4
Cc1ccc(C)c(CSc2nnc(-c3cccnc3)n2N)c1,1,99,5,6,1,-1.5,0.0,5,5
Cc1ccc2c(c1)N(CC(=O)NCCCN1CCCCC1)C(=O)c1cccnc1O2,-6,104,-6,-1,-2,-2.4,0.1,-3,-17
Nc1ccc(-c2cc(-c3ccc(N)cc3)nc(-c3ccccc3)n2)cc1,-8,112,0,2,-3,0.9,-0.1,-2,4
CC1CN(CCc2ccccc2)c2nc3c(c(=O)[nH]c(=O)n3C)n2C1 (stereo not drawn),-1,88,5,9,-5,0.8,-0.1,1,12
Cc1nn(C)c(C(=O)N2CCN(C(=O)c3ccco3)CC2)c1Br,-1,85,4,6,2,-1.8,0.1,4,-5
O=C(O)c1cnn(-c2nc(-c3ccc(Cl)c(Cl)c3)cs2)c1C(F)(F)F,4,102,6,2,-14,-1.0,0.0,18,6
O=C(/C=C/c1ccccc1)NC1CCCc2ccccc21 (stereo not drawn),0,94,2,0,-3,-2.7,0.0,-1,-1
O=C(CC(=O)c1cccc([N+](=O)[O-])c1)Nc1ccccc1Cl,5,96,7,-1,3,1.1,0.0,12,-12
CCOC(=O)CC(=O)CSc1nc2sc(C)cc2c(=O)n1Cc1ccco1,-3,96,-5,-6,2,0.5,0.1,-2,-12
COc1ccccc1OCCN1CSC(=S)N(C)C1,10,114,11,-1,-1,-0.3,-0.1,20,2
COc1ccc(N(CC(=O)NC2CCCC2)C(=O)CCC(=O)Nc2cc(C)on2)cc1OC,-14,98,7,4,-3,-2.2,-0.7,4,-6
COc1ccccc1-c1nnc(SCC(=O)NC2CCS(=O)(=O)C2)n1N (stereo not drawn),-9,95,-10,4,-2,0.3,0.3,-3,-13
O=C(NC1CCCC1)c1cccc2c1C(=O)c1ccc(N3CCCCC3)cc1S2(=O)=O,.,86,5,-3,.,.,0.0,-6,-11
CC(C)Oc1cccc(C(=O)C2CCCN(C(=O)c3cc(C(F)(F)F)[nH]n3)C2)c1 (stereo not drawn),4,101,4,-1,2,1.7,-0.1,4,-13
CC(Oc1cccc(Cl)c1)C(=O)N(C)CC(=O)Nc1ccc(N2CCOCC2)cc1 (stereo not drawn),4,93,-3,-1,3,-1.0,0.0,-6,1
Cc1cc(=O)oc2c(C(=O)c3ccccc3)c(OCC(N)=O)ccc12,-10,108,-1,6,6,-1.2,0.1,-2,-4
CC(Oc1ccc2c3c(c(=O)oc2c1)CCCC3)C(=O)NCC(O)c1ccccc1 (stereo not drawn),-5,99,-2,2,0,0.1,-0.1,4,-1
Cc1ccc(C)c(C(=O)COC(=O)Cn2c(C)csc2=O)c1,6,98,1,7,3,2.4,0.1,7,-12
O=C(NCCCNCCCNC(=O)c1ccccn1)c1ccccn1,-2,93,-8,-2,2,-3.0,-0.1,-8,-8
O=C(COc1ccccc1Cl)NC(=O)NC1CCCCC1,-13,116,-1,0,-3,1.6,0.1,-8,-12
CC1CCCCN1CCCNC(=O)CN1C(=O)c2cccnc2Oc2ccc(Cl)cc21 (stereo not drawn),-6,104,2,2,4,0.9,0.2,-4,-16
COc1ccc(NC2c3ccccc3C(=O)N2c2ccccn2)cc1 (stereo not drawn),0,94,12,3,4,3.4,-0.2,6,6
COc1ccc(N2CCN(CC(O)COc3ccccc3[N+](=O)[O-])CC2)cc1 (stereo not drawn),3,73,6,2,4,0.6,-0.1,3,12
CN(C)c1ccc(/C=N/NC(=O)c2nonc2N)cc1[N+](=O)[O-],-7,109,7,-9,2,-2.9,0.1,14,-5
CCCCn1c(C)cc(C)c(S(=O)(=O)c2ccccc2C)c1=O,-7,94,4,4,1,0.6,0.1,1,-11
COc1cc2c(cc1OC)CN(CC(=O)Nc1cccc(C)c1)CC2,8,90,5,3,-2,-0.2,0.0,12,7
c1ccc(C[n+]2cccc3c4ccccc4ccc32)cc1,-3,123,5,5,3,-2.6,-0.1,3,1
CN(C(=O)c1ccc2c(c1)OCO2)C1CCCCC1,-4,122,-3,4,-3,1.3,0.0,-2,-9
COc1cccc(CNC2CCCc3ccccc32)c1OC (stereo not drawn),10,93,-2,4,1,0.7,-0.1,-1,8
CC(=O)Nc1ccc(S(=O)(=O)N(Cc2ccccc2)C(C)C)cc1,3,99,5,-4,2,1.3,-0.1,4,11
COCCCNC(=O)COc1cc(C)c(Cl)c(C)c1,0,94,2,-2,1,1.9,0.2,1,14
O=C(Nc1ccc(S(=O)(=O)NC2=NCCCCC2)cc1)c1ccc([N+](=O)[O-])s1,-4,128,1,-1,4,0.3,0.1,-13,8
CC(C)CCN(C(=O)C1CSC2(C)CCC(=O)N12)c1c(N)n(Cc2ccccc2)c(=O)[nH]c1=O (stereo not drawn),-16,103,-7,4,-2,-1.5,0.0,-12,11

# Retrieved one by one from the list above (2):
SMILES,EBNA-1 inh,Yeast superoxide,Bcl-xL primary,GLD-1 TGE inh,Fam108B inh,MEX-5 binding,Efflux pump mplx,MCL1 BIM primary,ZTA DNA inh
COC(=O)C1=NNC(C(=O)c2ccco2)C1c1ccccc1 (stereo not drawn),5,105,5,5,1,0.9,0.0,-7,6
Cc1ccc2c(c1)N(CC(=O)NCCCN1CCCCC1)C(=O)c1cccnc1O2,-6,104,-6,-1,-2,-2.4,0.1,-3,-17

# More structures follow.
SMILES,EBNA-1 inh,Yeast superoxide,Bcl-xL primary,GLD-1 TGE inh,Fam108B inh,MEX-5 binding,Efflux pump mplx,MCL1 BIM primary,ZTA DNA inh
COc1ccc(OC)c(Nc2nc(-c3ccc(O)c(O)c3)cs2)c1,-1,107,21,3,20*,-3.9,0.2,31,1
CCc1nnc(NC(=O)CSc2nc3c(c(=O)n2C)SC(C)C3)s1 (stereo not drawn),-3,101,-4,-4,-5,-1.0,0.2,-10,-2
COc1ccc(CC2S/C(=N/N=C/c3ccc(O)cc3)NC2=O)cc1 (stereo not drawn),16,124,0,2,-1,-1.2,0.3,-4,14
O=C(CCC1CCN(Cc2ccccc2O)CC1)NC1CC1,1,116,5,3,1,-0.2,-0.1,7,-13
CCOC(CNC(=O)C(=O)Nc1cc2c3c(c1)CC(=O)N3CCC2)OCC,-13,80,0,-3,4,-0.7,-0.1,-4,-13
COc1ccccc1C(=O)Nc1ccc2c(c1)CN(C(=O)CSC)CC2,11,96,5,0,-1,-2.0,-0.1,8,13
O=C(CS(=O)(=O)c1cn(CC(=O)N2CCCC2)c2ccccc12)Nc1ccccc1F,-2,94,5,5,-3,0.9,0.2,1,-12
CCOc1cc(C)c(C(C)C)cc1S(=O)(=O)N1CCN(C)CC1,-8,95,5,2,-1,-2.2,0.1,14,2
Cc1ccc(S(=O)(=O)NNC(=O)c2snnc2C)cc1,-4,105,6,-2,2,0.3,-0.2,5,-5
COc1ccccc1CNC(=O)CN(c1ccc(C)cc1)S(=O)(=O)c1c(C)nn(C)c1C,2,99,0,-1,-6,1.2,0.0,1,2
CCn1c(=O)n(CC(=O)Nc2cccc(OC)c2)c(=O)c2ccccc21,5,84,4,8,1,2.1,0.0,-2,2
COc1ccc(-c2nc(SC(C)C(=O)c3c(N)n(C)c(=O)n(C)c3=O)n[nH]2)cc1 (stereo not drawn),.,130,-7,5,.,.,-0.3,3,-13
Cc1ccc(C)n1-c1ccc(C(=O)NCC2CCCO2)cc1 (stereo not drawn),1,91,4,-4,-3,.,-0.1,3,1
CCCn1c(SCC(=O)Nc2cc(S(=O)(=O)N3CCCCC3)ccc2C)n[nH]c1=O,.,103,0,-2,.,.,-0.2,-6,-1
COc1cc(C(=O)N2CCN(c3ccccc3Cl)CC2)ccc1OCC(=O)N1CCOCC1,.,102,0,3,.,.,-0.3,4,-16

# Part of the list above, limited to EBNA-1 inh, MEX-5 binding and Bcl-xL primary.
compound	EBNA-1 inh	MEX-5 binding	Bcl-xL primary
CCOc1cc(C)c(C(C)C)cc1S(=O)(=O)N1CCN(C)CC1	-8	-2.2	5
Cc1ccc(S(=O)(=O)NNC(=O)c2snnc2C)cc1	-4	0.3	6
COc1ccccc1CNC(=O)CN(c1ccc(C)cc1)S(=O)(=O)c1c(C)nn(C)c1C	2	1.2	0

# From PubChem
